Casp6 inh: inhibitors of human caspase-6; P55212; purified caspase-6, Z-VEID-R110 cleavage fluorescence; inhibition, % at 12.5 µM; 350,000 tested, 0.53% active;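 active = mean inhibition across replicates at least about 35%, with every replicate also reaching that limit, limit read from the data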;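 note: 0% = median of neutral control wells and 100% = no fluorescence left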
E-sel inducer: E-selectin induction on HUVECs; HUVEC E-selectin immunofluorescence imaging; normalized: neutral wells 0, TNF-alpha wells 100; 260,000 tested, 0.37% active; P16581; activation, % at 7.58 µM;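 active = mean E-selectin-positive cell signal at least 10% of the positive control, reached in at least 60% of replicates, without over 20% cell loss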;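 note: in these data hits start at about 27%; measured in HUVEC primary endothelial cells; signal is the percent of cells scored E-selectin positive by PE staining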
Target sequence (P16581 whole entry, looked up): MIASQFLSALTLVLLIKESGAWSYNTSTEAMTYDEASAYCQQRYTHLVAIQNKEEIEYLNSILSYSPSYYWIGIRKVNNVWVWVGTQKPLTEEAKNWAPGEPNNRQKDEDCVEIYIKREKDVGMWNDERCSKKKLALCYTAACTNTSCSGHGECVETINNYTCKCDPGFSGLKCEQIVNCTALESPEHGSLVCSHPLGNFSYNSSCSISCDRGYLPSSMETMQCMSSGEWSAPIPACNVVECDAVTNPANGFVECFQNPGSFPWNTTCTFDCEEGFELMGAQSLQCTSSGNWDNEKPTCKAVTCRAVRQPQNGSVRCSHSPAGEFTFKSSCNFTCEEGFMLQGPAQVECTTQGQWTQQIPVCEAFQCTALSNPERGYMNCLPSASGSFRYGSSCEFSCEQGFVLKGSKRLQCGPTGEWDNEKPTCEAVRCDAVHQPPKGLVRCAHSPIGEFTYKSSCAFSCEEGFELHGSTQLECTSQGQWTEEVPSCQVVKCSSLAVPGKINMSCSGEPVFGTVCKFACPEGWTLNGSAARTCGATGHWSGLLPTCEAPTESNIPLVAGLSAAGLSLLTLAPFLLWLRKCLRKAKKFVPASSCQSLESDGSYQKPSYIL
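System: HUVEC / Compound: single concentration / Signal: immunofluorescence imaging / Read-out: percent E-selectin-positive cells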
esBAF inh: blocks esBAF chromatin remodeling in mouse ES cells; Bmi1-luciferase knock-in reporter, 24 h; 100% = twice the neutral-well signal; 350,000 tested, 2% active; reporter increase, % at 12.5 µM; in the data active = activation above about 40%;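 note: 0% = median of the plate's neutral control wells and 100% = double that signal; a rise in the Bmi1 reporter signal indicates esBAF inhibition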
RAD52 inh: blocks human RAD52 DNA annealing | recombinant RAD52 DNA annealing, FRET fluorescence | 360,000 tested, 0.46% active | P43351 | inhibition, % at 18.7 µM | AID 651710;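 active = every replicate showing at least 50% inhibition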
ERp5 inh: inhibitors of human ERp5; Q15084; ERp5 insulin aggregation, absorbance 650 nm, 90 min; inhibition, % at 9.99 µM; 350,000 tested, 0.05% active; AID 651711;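 active = mean replicate inhibition above about 25%, with every replicate also reaching it, limit read from the data, passing the limit was not always enough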
Target sequence (Q15084 whole entry, looked up): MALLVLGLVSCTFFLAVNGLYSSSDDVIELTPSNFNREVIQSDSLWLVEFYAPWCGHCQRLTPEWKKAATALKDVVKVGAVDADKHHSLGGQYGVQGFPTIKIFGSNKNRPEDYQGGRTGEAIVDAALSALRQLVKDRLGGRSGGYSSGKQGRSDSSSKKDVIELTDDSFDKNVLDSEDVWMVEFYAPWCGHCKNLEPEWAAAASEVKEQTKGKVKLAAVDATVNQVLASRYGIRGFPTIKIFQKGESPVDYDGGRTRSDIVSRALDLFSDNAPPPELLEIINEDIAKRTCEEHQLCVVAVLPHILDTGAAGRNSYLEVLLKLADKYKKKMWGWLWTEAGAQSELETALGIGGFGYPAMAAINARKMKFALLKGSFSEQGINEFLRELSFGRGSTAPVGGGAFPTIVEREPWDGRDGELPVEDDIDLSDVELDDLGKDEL
ARNT-TACC3 inh: ARNT/TACC3 interaction disruption. AlphaScreen His-ARNT PAS-B/GST-TACC3 binding, luminescence; TACC3 fragment carries E629A point mutation. inhibition, % at 9.99 µM. 390,000 tested, 0.66% active;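 active = mean inhibition of replicates at least 50% and at least half of replicates each reaching 50%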;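 note: 0% = complete ARNT plus TACC3 wells and 100% = ARNT alone without TACC3; many hits fall short of the cut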
RAD54 inh: RAD54 (human) branch migration inhibition; inhibition, % at 10.4 µM; RAD54 Holliday junction branch migration, FAM/BHQ fluorescence; Q92698; AID 602329; 360,000 tested, 0.14% active;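 active = mean normalized replicate activity at least 40 and at least half of replicates scoring 40 or more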;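 note: 0% = median of neutral control wells and 100% = median of positive control wells; inhibitors cause a drop in the FAM fluorescence signal; in these data hits start at about 50%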
PglD inh: blocks C. jejuni PglD acetyltransferase activity. purified PglD enzyme, DTNB colorimetric CoA detection. inhibition, % at 12.5 µM. 360,000 tested, 0.098% active. AID 602405; in the data active = inhibition above about 16%, passing the limit was not always enough; note: strong numbers were not always called active
* hit, by the source's call; x = not tested or not shown.

Under each structure – Casp6 inh	E-sel inducer	esBAF inh	RAD52 inh	ERp5 inh	ARNT-TACC3 inh	RAD54 inh	PglD inh
COc1ccc([C@H]2N[C@]3(CCCN(Cc4ccc(Cl)cc4)C3=O)[C@H]3C(=O)N(Cc4ccccc4)C(=O)[C@@H]23)cc1
 : 2	-0.1	1	-5	-1	x	1	-4
COc1ccc(Br)cc1/C=N/NC(=O)c1cccnc1
 : 2	x	0	-21	-3	3	3	5
Cc1ccc(OCc2cc(C(=O)N3CC4C[C@@H]5CC3C[C@H](C4)C5)no2)cc1C
 : -2	x	52*	-12	-1	0	-4	1
CCC(C)NC(=O)c1cn(CC)c2ccc(S(=O)(=O)N3CCCCCC3)cc2c1=O (stereo not given)
 : 2	0.0	-2	-13	5	-3	10	2
CC1=CCC2C(=O)N(c3ccc4ccccc4n3)C(=O)C2C1 (stereo not given)
 : x	x	23	x	x	4	1	-3
Cc1cc(C)c(N2CCN(S(=O)(=O)N3CCCCCC3)CC2)c(C)c1
 : x	x	11	x	x	-3	0	2
O=C(Cc1cccs1)NCC1CCCO1 (stereo not given)
 : 7	x	-36	-6	4	-31	-7	0
CC1=C(C(=O)Nc2cccc(C(=O)NCc3ccc(F)cc3)c2)SCCO1
 : 2	x	-3	-17	-4	-9	5	-6
O=C(CN(C(=O)CNS(=O)(=O)c1ccc(F)cc1)c1ccccc1F)NCc1ccco1
 : 3	-0.2	1	4	2	-7	4	1
CCOC(=O)C1CCCCN1Cc1cccc(F)c1 (stereo not given)
 : -1	x	1	-1	-59	-8	x	x
O=C(C[C@@H]1C=C[C@H](NS(=O)(=O)c2ccc(F)cc2)[C@@H](CO)O1)NC1CCC1
 : 1	0.4	0	1	-1	-9	-2	-4
Nn1c(SCCOc2ccccc2)nnc1-c1cccnc1
 : -5	-1.8	x	-1	-3	-2	-4	0
C[C@H]1CN([C@@H](C)CO)S(=O)(=O)c2ccc(Br)cc2O[C@H]1CN(C)CC1CC1
 : 1	-0.1	-1	14	4	15	4	-2
O=C(/C=C/c1ccc2c(c1)OCCO2)c1ccccc1
 : 1	0.6	x	-11	-3	1	1	2
CC(C)N(C(=O)Cn1c(-c2cccnc2)ccc(C#N)c1=O)C(C)C
 : 0	x	1	-17	-2	-7	-6	-2
Cc1ccnc(NC(=O)c2ccc(OCc3c(C)noc3C)cc2)c1
 : 1	2.6	70*	-2	14	1	3	-4
CCCCC(O)(c1ccc(F)cc1)C(CN1CCOCC1)c1ccc(Cl)cc1 (stereo not given)
 : 1	x	2	-7	3	-2	-18	-7
Cn1c(=O)[nH]c(=O)c2c1nc(Sc1ncccn1)n2CCCc1ccccc1
 : x	x	5	x	x	-3	-10	0
C[C@H](CO)N1C[C@H](C)[C@@H](CN(C)CC2CCCCC2)Oc2ccc(NC(=O)C3CC3)cc2CC1=O
 : x	0.6	2	2	1	-5	5	-4
COc1ccc(S(=O)(=O)N(C)C[C@@H]2Oc3ccc(NS(=O)(=O)c4cccs4)cc3C(=O)N([C@H](C)CO)C[C@@H]2C)cc1
 : -2	-0.2	0	12	5	-5	-7	-2
Cc1ccc(C(=O)OCC(=O)NC2CCS(=O)(=O)C2)c(C)c1 (stereo not given)
 : 9	x	2	-2	0	2	-12	0
COc1ccc(-n2c(=S)[nH]c3cc(C(=O)NC4CCCCC4)ccc3c2=O)c(OC)c1
 : 2	0.1	1	6	2	2	-10	-3
COc1ccc(-c2cc(-c3ccccc3)nc(N)n2)c(O)c1
 : -1	-0.5	x	-6	1	-4	x	x
Cn1c(C(=O)N2CCN(c3ccccc3)CC2)cc2cc(Cl)ccc21
 : 0	14	2	-19	-2	-22	-10	8
CCC(=O)N1C[C@@H](C)[C@H](OC)CN(C)C(=O)c2ccc(NC(=O)Nc3ccccc3)cc2OC[C@@H]1C
 : -1	-0.3	-1	12	5	-8	-5	-3
COc1cccc(NC(=O)N(C)C[C@H]2Oc3cc(-c4ccccc4OC)ccc3S(=O)(=O)N([C@H](C)CO)C[C@H]2C)c1
 : 0	-0.1	4	-39	19	3	-14	-1
C=CCn1c(N)c(C(=O)NC2CCCCC2)sc1=S
 : x	x	2	x	x	3	4	6
COc1ccccc1/C=C/C(=O)OCC(=O)c1c(N)n(C)c(=O)n(C)c1=O
 : x	0.3	x	x	x	-8	-3	10
CC(C)NC(=O)CCCC(=O)NC(C)C
 : 3	x	4	-3	-20	6	-9	6
O=S(=O)(NCC1CCCO1)c1ccc(Cl)c(C(F)(F)F)c1 (stereo not given)
 : x	x	0	x	x	-4	1	-1
O=C(CC1CC1)N1CC2(C1)[C@@H](c1ccccc1)[C@H](CO)N2C(=O)c1ccccn1
 : -1	0.5	x	8	4	x	x	x
O=C([C@@H]1[C@@H](CO)[C@@H]2Cn3c(ccc(-c4ccccc4F)c3=O)[C@H]1N2C(=O)C1CCC1)N1CCCCC1
 : 2	-1.2	-3	-2	-7	-1	6	2
CCC(=O)Nc1ccc2c(c1)OC[C@H](C)N(C(=O)COC)C[C@H](C)[C@H](OC)CN(C)C2=O
 : 4	0.1	-6	0	13	1	-4	-1
Cc1[nH]c(=S)c(C#N)c(C)c1C(=O)Nc1ccccc1
 : x	x	-10	x	x	3	-7	2
CC(C)CC#Cc1ccc([C@@H]2[C@H]3CN(C(=O)c4cnccn4)CC(=O)N3[C@H]2CO)cc1
 : 2	0.1	x	-5	-2	x	x	x
C[C@H](CO)N1C[C@H](C)[C@H](CN(C)C(=O)C2CCCCC2)Oc2ncc(Br)cc2C1=O
 : 0	-0.2	2	0	2	8	8	0
COCCN(CCOC)c1nc(-c2ccccc2)nc2ccccc12
 : -3	x	-7	-5	2	-14	5	-1
Cc1c(Cl)cccc1-n1c(SCC(=O)N(C)Cc2ccccc2)nnc1-c1ccncc1
 : x	x	-7	x	x	-2	-4	-1
CN(C)c1ccc(Nc2nc(N)c3ccccc3n2)cc1
 : -8	0.3	-79	46	1	50*	22	1
Cc1ccc(CNC(=O)CNC(=O)c2ccc(Br)o2)cc1
 : -1	x	-7	-11	-7	-3	8	7
CN(C)CCCN(C(=O)CCSc1ccccc1)c1nc2cc3c(cc2s1)OCO3
 : -10	x	-18	46	6	3	12	-2
CC(C)NC(=O)N1[C@H](CO)[C@H](c2ccccc2-c2ccc(F)cc2)[C@@H]1C#N
 : 4	-0.1	x	7	-5	x	x	x
CSc1ncccc1C(=O)NCCc1ccccc1
 : 2	0.1	11	-11	3	-2	11	-1
O=C(Cc1ccccc1)N[C@@H]1CC[C@@H](CC(=O)N2CCOCC2)O[C@@H]1CO
 : 2	0.4	-6	12	1	0	0	3
C[C@H](CO)N1C[C@H](C)[C@@H](CN(C)S(=O)(=O)c2ccccc2)Oc2ccc(N(C)C)cc2CC1=O
 : 1	x	3	4	-1	11	0	5
COc1ccc(CNC(=O)c2cc(=O)c3cc(C)ccc3o2)cc1
 : -2	-0.2	4	-9	-1	-3	4	7
COC(=O)c1sc2ncccc2c1OCc1ccc(Cl)cc1
 : x	x	-12	x	x	29	5	-3
COc1ccc(NC(=O)c2cc([N+](=O)[O-])ccc2NC(=O)CNC2CCCCC2C)c(OC)c1 (stereo not given)
 : -4	x	1	-9	3	5	0	1
S=c1[nH]nc(-c2ccccn2)n1/N=C/c1cccc2ccccc12
 : 0	x	x	-12	1	56*	x	x
Cc1cc(C)cc(NC(=O)Nc2cnccn2)c1
 : -2	x	4	-10	4	-4	10	-2
CCS(=O)(=O)NC(C)C(c1cccs1)N1CCN(C)CC1 (stereo not given)
 : -45	x	7	-6	0	1	-1	-2
Cc1[nH]n(C(N)=S)c(=O)c1C(c1ccccc1)C(C#N)C#N (stereo not given)
 : x	x	-9	x	x	24	6	-6
Cc1sc2nc(C3CC3)nc(SCC(=O)NCc3ccco3)c2c1C
 : 4	x	-5	-8	-2	-3	-12	-1
C[C@@H]1CN([C@@H](C)CO)C(=O)c2cccc(NC(=O)Nc3ccc(F)cc3)c2O[C@H]1CN(C)S(C)(=O)=O
 : 2	x	4	5	2	-8	0	-1
CC1(C(=O)NS(=O)(=O)c2ccccc2)CCN1C(=O)C/C=C/c1ccccc1 (stereo not given)
 : -4	-0.2	0	-16	2	x	-3	-3
Cc1nnsc1-c1onc(C)c1C(=O)Nc1cc(Cl)cc(Cl)c1
 : 1	1.0	-7	-4	0	1	x	x
COc1ccc(NC(=O)N(C)C[C@@H]2Oc3c(NC(=O)c4ccc(-c5nccs5)cc4)cccc3C(=O)N([C@@H](C)CO)C[C@H]2C)cc1
 : -2	-0.4	0	2	9	0	-6	-3
COc1ccccc1C(=O)NCCC(=O)N(C)CC(=O)Nc1ccc(Cl)cc1
 : 2	0.3	x	0	-4	1	2	3
CO[C@H]1CN(C)C(=O)c2ccc(NS(C)(=O)=O)cc2OC[C@@H](C)N(C(=O)C2CCCC2)C[C@@H]1C
 : 4	0.0	-7	2	0	-6	1	-2
O=C(O)c1cnc2ccc(Cl)cc2n1
 : 1	-0.2	3	-7	-5	x	-2	0

Gathered by group, those above containing an NH in an aromatic ring.
Under each structure – Casp6 inh	E-sel inducer	esBAF inh	RAD52 inh	ERp5 inh	ARNT-TACC3 inh	RAD54 inh	PglD inh
Cn1c(=O)[nH]c(=O)c2c1nc(Sc1ncccn1)n2CCCc1ccccc1
 : x	x	5	x	x	-3	-10	0
COc1ccc(-n2c(=S)[nH]c3cc(C(=O)NC4CCCCC4)ccc3c2=O)c(OC)c1
 : 2	0.1	1	6	2	2	-10	-3
Cc1[nH]c(=S)c(C#N)c(C)c1C(=O)Nc1ccccc1
 : x	x	-10	x	x	3	-7	2
S=c1[nH]nc(-c2ccccn2)n1/N=C/c1cccc2ccccc12
 : 0	x	x	-12	1	56*	x	x
Cc1[nH]n(C(N)=S)c(=O)c1C(c1ccccc1)C(C#N)C#N (stereo not given)
 : x	x	-9	x	x	24	6	-6

An excerpt from above in order of number of heavy atoms, lowest first.
Under each structure – Casp6 inh	E-sel inducer	esBAF inh	RAD52 inh	ERp5 inh	ARNT-TACC3 inh	RAD54 inh	PglD inh
Cc1nnsc1-c1onc(C)c1C(=O)Nc1cc(Cl)cc(Cl)c1
 : 1	1.0	-7	-4	0	1	x	x
CC(C)NC(=O)N1[C@H](CO)[C@H](c2ccccc2-c2ccc(F)cc2)[C@@H]1C#N
 : 4	-0.1	x	7	-5	x	x	x
CCC(=O)N1C[C@@H](C)[C@H](OC)CN(C)C(=O)c2ccc(NC(=O)Nc3ccccc3)cc2OC[C@@H]1C
 : -1	-0.3	-1	12	5	-8	-5	-3

More records follow:
Under each structure – Casp6 inh	E-sel inducer	esBAF inh	RAD52 inh	ERp5 inh	ARNT-TACC3 inh	RAD54 inh	PglD inh
COC(=O)c1ccc(-c2nc3ccc(C)cc3o2)cc1
 : x	x	52*	x	x	-6	11	8
O=S(=O)(c1cnc[nH]1)N1CCCCCC1
 : x	x	-6	x	x	-3	-21	5
C=CCn1c(SCc2ccc(C#N)cc2)nnc1-c1ccc(C)cc1
 : x	x	-5	x	x	-6	-2	-3
O=C(CCSc1ccc(Cl)cc1)c1ccco1
 : 0	0.0	17	-2	2	-9	11	1
CC(c1ccon1)N(C)Cc1cn(C)nc1-c1ccc2c(c1)OCCO2 (stereo not given)
 : 0	0.0	0	7	7	11	-9	1
CCOc1ccc(NC(=S)N(CCc2c(C)[nH]c3ccc(C)cc23)Cc2ccncc2)cc1
 : -3	2.7	2	-36	1	-5	2	x
Cc1cc2[nH]c(=O)c(=O)[nH]c2cc1S(=O)(=O)N1CCN(c2cccc(Cl)c2)CC1
 : -2	0.4	-14	-15	8	20	-2	2
CCC(=O)N1C[C@@H](C)[C@H](OC)CN(C)C(=O)c2ccc(NC(=O)c3cnccn3)cc2OC[C@@H]1C
 : -2	0.0	0	-7	-4	-10	1	7
COC(=O)C1(CC2CC(c3ccncc3)=NO2)CCN(C(=O)OC(C)(C)C)CC1 (stereo not given)
 : x	0.0	18	-7	6	-3	2	5
O=C(NCc1ccccc1)C(c1cc2ccccc2o1)n1c(=O)c(-c2ccccc2)nc2ccccc21 (stereo not given)
 : 0	-0.1	x	-9	-5	x	x	x
Cc1ccc(-c2cnc3c(c2)C(=O)N([C@@H](C)CO)C[C@H](C)[C@H](CN(C)C(=O)c2cccc(F)c2)O3)cc1
 : 1	-0.3	-9	12	2	5	6	8
Nc1nc(Cl)nc2c1ncn2C1OCC(O)C(O)C1O (stereo not given)
 : 2	-0.1	x	-14	8	-7	x	x

Screening data as filed in PubChem BioAssay.
